Polio RdRp inh – poliovirus RNA polymerase inhibition; % elongation, % (compound at 16.7 µg/mL); P03300; hit rate 0.66% among 150,000; poliovirus polymerase elongation, fluorescence polarization; stronger effect = lower value; AID 588519; in the data active means % elongation below about 90%; further: some results filed as inactive read as strong as hits
Target sequence (P03300 1749-2209 limits assumed): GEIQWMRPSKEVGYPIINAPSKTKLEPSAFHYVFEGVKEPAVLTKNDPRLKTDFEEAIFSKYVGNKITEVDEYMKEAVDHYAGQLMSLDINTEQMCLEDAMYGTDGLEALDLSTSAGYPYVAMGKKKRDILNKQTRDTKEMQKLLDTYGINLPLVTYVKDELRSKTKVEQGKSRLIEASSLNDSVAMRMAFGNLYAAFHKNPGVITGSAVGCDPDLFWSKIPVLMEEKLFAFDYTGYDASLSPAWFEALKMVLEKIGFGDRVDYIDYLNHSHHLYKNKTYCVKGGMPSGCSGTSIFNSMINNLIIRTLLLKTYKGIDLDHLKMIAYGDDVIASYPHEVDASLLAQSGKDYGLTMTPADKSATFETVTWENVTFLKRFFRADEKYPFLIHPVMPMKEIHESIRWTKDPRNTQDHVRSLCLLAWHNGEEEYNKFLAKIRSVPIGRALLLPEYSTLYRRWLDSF
Polio RdRp inh FP z-score – second read-out of Polio RdRp inh, no call of its own (marks repeat the call); z-score; measured here: FP z-score; hits read low
* marks the source's active call; other numbers are inactive results. Not all compounds are listed. The share of hits here may be higher or lower than overall.

Sample of the layout (three entries):
SMILES | Polio RdRp inh | Polio RdRp inh FP z-score
N#Cc1ccccc1NC(=O)Nc1cc(-c2cccs2)nn1-c1ccc(I)cc1 | 100.0 | -0.3
O=C(NC(=S)Nc1ncccn1)c1ccc(F)cc1 | 103.0 | 0
Cc1cc(C)c2c(CC(=O)Nc3ccccc3C(F)(F)F)coc2c1 | 114.0 | -0.1

This part in full (from the top)
SMILES | Polio RdRp inh | Polio RdRp inh FP z-score
N#Cc1ccccc1NC(=O)Nc1cc(-c2cccs2)nn1-c1ccc(I)cc1 | 100.0 | -0.3
O=C(NC(=S)Nc1ncccn1)c1ccc(F)cc1 | 103.0 | 0
Cc1cc(C)c2c(CC(=O)Nc3ccccc3C(F)(F)F)coc2c1 | 114.0 | -0.1
CNc1ccc(Cl)nn1 | 104.0 | 0.9
CC(=O)Nc1ccc(NC(=O)C(Cc2ccccc2)NS(=O)(=O)c2ccc3c(c2)oc(=O)n3C)cc1 (stereo unspecified) | 108.0 | 0.3
Cc1cc2c3c(C)n(Cc4ccccc4)c(C)c3c(C)nn2c1 | 103.0 | 0.3
CCOC(=O)c1cc(NC(=O)c2ccc(F)cc2)c(=O)n2c1oc1ccccc12 | 102.0 | -0.2
COc1ccc2c(c1)CCc1sc(NC(=O)c3cccc(Br)c3)nc1-2 | 101.0 | -0.7
Cc1ccc(CNC(=O)c2ccc(-n3cnc4cccnc43)cc2)cc1 | 112.0 | 0.9
N#C/C(=C\c1ccccc1O)S(=O)(=O)c1ccc(Cl)cc1 | 108.0 | -0.3
CCC(C(=O)N(C)c1ccccc1)c1ccccc1 (stereo unspecified) | 102.0 | -0.4
O=C(c1cc(-c2ccccc2)c(N2CCCCC2)s1)n1ccnc1 | 103.0 | 0.6
Cc1ccc(Cl)cc1N(C)C(=O)c1cc2c(Cl)nc3ccccc3c2s1 | 105.0 | 0.2
COc1cccc(C(=O)NCCN2CCN(c3nccc(C(F)(F)F)n3)CC2)c1 | 104.0 | 0.3
O=C(OCc1cc(F)cc2c1OC(c1ccccc1)OC2)C1CC(=O)N(Cc2ccco2)C1 (stereo unspecified) | 109.0 | 0.9

Four structures from above, arranged by formula weight, rising.
SMILES | Polio RdRp inh | Polio RdRp inh FP z-score
Cc1cc2c3c(C)n(Cc4ccccc4)c(C)c3c(C)nn2c1 | 103.0 | 0.3
O=C(c1cc(-c2ccccc2)c(N2CCCCC2)s1)n1ccnc1 | 103.0 | 0.6
Cc1cc(C)c2c(CC(=O)Nc3ccccc3C(F)(F)F)coc2c1 | 114.0 | -0.1
CC(=O)Nc1ccc(NC(=O)C(Cc2ccccc2)NS(=O)(=O)c2ccc3c(c2)oc(=O)n3C)cc1 (stereo unspecified) | 108.0 | 0.3

Compound profiles, as listed above. Order of values: Polio RdRp inh, Polio RdRp inh FP z-score
N#C/C(=C\c1ccccc1O)S(=O)(=O)c1ccc(Cl)cc1 is listed with 108.0, -0.3
CCC(C(=O)N(C)c1ccccc1)c1ccccc1 (stereo unspecified) is listed with 102.0, -0.4

The listing continues.
SMILES | Polio RdRp inh | Polio RdRp inh FP z-score
CCOC(=O)N1CCN(c2cc(N3CCC(C)CC3)c3c4c(onc24)-c2ccccc2C3=O)CC1 | 113.0 | 2.4
CCN(CC)c1nc(Nc2ccccc2)nc(Oc2ccc(=O)[nH]n2)n1 | 100.0 | -0.1
Cc1nn(CC(C)C)c(Cl)c1/C=C1/C(=O)N(C)C(=S)N1C | 104.0 | 0.4
N#Cc1ccccc1COC(=O)C1COc2ccccc2O1 (stereo unspecified) | 99.0 | -0.5
O=C(CSc1nc(=O)n2ccccc2n1)N1CCCC1 | 105.0 | 1.1
Cc1nn(-c2ccccc2)c(C)c1NC(=O)CN1CC(C)OC(C)C1 (stereo unspecified) | 104.0 | 0
Cn1cnnc1SCC(=O)O | 101.0 | -0.1
NC1=NN(c2ccccc2)C(=O)C1 | 102.0 | 0
CCOC(=O)CSc1nc(-c2ccc(C)cc2)ns1 | 99.0 | -0.6
COc1ccc(-c2nnc(SCC(=O)Nc3cccc(C(F)(F)F)c3)nc2-c2ccc(OC)cc2)cc1 | 107.0 | 0.2
Cc1ccc(-c2cn3c(n2)sc2cc(C(=O)NC4CCCc5ccccc54)ccc23)cc1 (stereo unspecified) | 113.0 | 1.5
COc1ccc(N2CC(C(=O)OC(C)C(=O)c3ccccc3)CC2=O)cc1 (stereo unspecified) | 100.0 | -0.5
C#CCNc1nc(CC(C)C)nc2c1nnn2Cc1ccccc1 | 102.0 | 0.3
CCc1cnc2c(c1SC(C(C)=O)C(=O)N(C)C)c(=O)n(C)c(=O)n2C (stereo unspecified) | 100.0 | -1.2
CC(=O)c1ccc(N2CCN(c3ccc(NC(=O)c4cccs4)cc3C(=O)O)CC2)cc1 | 109.0 | 0.4
Cc1ccc(C(=O)NCCC(C)C)cc1NC(=O)c1nsc2ccccc12 | 104.0 | -0.7
CCCN(CCC)S(=O)(=O)c1ccc(CCN2C(=O)c3cccnc3C2=O)cc1 | 101.0 | -0.9
Cc1ccc(C(=O)NCO)cc1 | 103.0 | 0.4
c1ccc(-c2nnc3ccc4nnc(-c5ccccc5)n4n23)cc1 | 101.0 | 0.3
CC(C)C(=O)NC(C)C(c1cccs1)N1CCN(c2ccccc2)CC1 (stereo unspecified) | 99.0 | -0.1
CCN(Cc1ccncc1)C(=O)c1ccc(F)cc1F | 101.0 | -0.3
NNC(=O)CN1c2ccccc2Sc2ccccc21 | 106.0 | 0.2
N#CCn1c(CN2CCOCC2)nc2ccccc2c1=O | 114.0 | 1.7
CCOc1ccc(NC(=O)CSc2nc(-c3ccc(F)cc3)cc(C(F)(F)F)c2C#N)cc1 | 109.0 | 1.1
O=C(O)c1ccc(C(=O)Nc2cccc(Cl)c2)c(C(=O)O)c1 | 100.0 | -0.2
COc1ccc(-c2ocnc2C(=O)NC2CCCc3ccccc32)cc1 (stereo unspecified) | 99.0 | -0.8
CCOC(=O)/C(C#N)=C/C1=C(N)CC(C)(C)OC1 | 104.0 | 0.7
Cc1cc(=O)cc(C)n1-c1ccccc1 | 105.0 | 0.7
C/C(CCc1oc2ccccc2c1-c1ccc(C)o1)=N\O | 102.0 | 0.2
Cc1cccc(N2CCN(C(=O)C(NC(=O)c3c(F)cccc3F)C(C)C)CC2)c1C (stereo unspecified) | 102.0 | -0.1

Taken from above:
Entry for `CCOC(=O)/C(C#N)=C/C1=C(N)CC(C)(C)OC1` under Polio RdRp inh FP z-score: 0.7
Entry for `C/C(CCc1oc2ccccc2c1-c1ccc(C)o1)=N\O` under Polio RdRp inh FP z-score: 0.2
Entry for `CCOc1ccc(NC(=O)CSc2nc(-c3ccc(F)cc3)cc(C(F)(F)F)c2C#N)cc1` under Polio RdRp inh FP z-score: 1.1

Following part
SMILES | Polio RdRp inh | Polio RdRp inh FP z-score
CCOc1ccccc1NC(=O)CSc1nc(-c2cccs2)cc(C(F)(F)F)n1 | 101.0 | -0.6
O=C(c1cc2c(Cl)nc3ccccc3c2s1)N1CCCC1 | 100.0 | -0.9
COc1ccc(NC(=O)C2CCCN2S(=O)(=O)c2ccc3nc(-c4ccccc4)[nH]c3c2)cc1 (stereo unspecified) | 100.0 | -1.3
Cc1ccc(CC(=O)OC(C)C(N)=O)cc1C (stereo unspecified) | 100.0 | -0.2
CCNC(=O)C1CCCN1S(=O)(=O)c1ccc(C)cc1 (stereo unspecified) | 100.0 | -0.3
N#Cc1c(C(F)(F)F)cc(-c2ccccc2)nc1SCC(N)=O | 100.0 | -0.3
COc1ccc(-c2csc(C(C#N)=C3CCCC3)n2)cc1 | 101.0 | 0
N#Cc1nc(-c2ccccc2)oc1N1CCN(C(c2ccccc2)c2ccccc2)CC1 | 104.0 | 0.1
O=C(CSc1nc2c([nH]c3ccccc32)c(=O)n1-c1ccccc1F)Nc1ccccc1C(F)(F)F | 111.0 | 0.9
C=C1c2ccccc2NC(=S)N1c1ccc(OC)cc1 | 99.0 | 0.1
CS(=O)(=NS(=O)(=O)c1cccs1)c1ccc(OC(=O)c2ccc(Cl)cc2)cc1 (stereo unspecified) | 103.0 | -0.4
O=C(CN1C(=O)COc2ccc(S(=O)(=O)N3CCCC3)cc21)N1CCN(c2ccccc2)CC1 | 104.0 | -0.3
Cc1cccc(OCCOC(=O)c2ccccc2O)c1 | 105.0 | 0.3
CCCn1c(C)cc(C(=O)CSc2ncn[nH]2)c1C | 103.0 | 0.1
Cc1noc(C)c1COc1ccc(CC(=O)NC2CCCc3ccccc32)cc1 (stereo unspecified) | 107.0 | 0.5
COc1ccc(NC(=O)c2cc3c(=O)n(Cc4cccs4)ccc3nc2C)cc1 | 107.0 | 0.2
CCOC(=O)C1=C(CN2CCN(c3cccc(OC)c3)CC2)NC(=O)NC1c1ccc(OC)cc1 (stereo unspecified) | 113.0 | 1.3
COC(=O)c1ccc(CNC(=O)Cn2cnnn2)cc1 | 104.0 | -0.1
CN1C(=O)Cc2cc(S(=O)(=O)N3CCN(c4ccc(Cl)cc4)CC3)ccc21 | 108.0 | 0.9
CCOc1ccc(-n2c(=O)c3c4c(sc3n(CC(=O)Nc3cccc(C(F)(F)F)c3)c2=O)CCCCC4)cc1 | 106.0 | 0.1
CC1CCN(C(=O)Cn2c(-c3cccs3)cc3cc(Cl)ccc32)CC1 | 114.0 | 0.6
N#C/C(=C\c1ccc[nH]1)C(=O)N1CCc2ccccc2C1 | 101.0 | -0.4
O=C(CC(c1ccco1)C1CCCCC1=O)c1ccco1 (stereo unspecified) | 104.0 | 1.1
Cc1ccccc1NC(=S)N1CCC(N(C)C(C)C)CC1 | 100.0 | -0.6
CC(NS(=O)(=O)c1ccccc1)c1ccccc1 (stereo unspecified) | 101.0 | 0.3
CC(=O)NCc1ccc(C(=O)CSc2nnc(-c3ccoc3C)n2C)s1 | 95.0 | -1
N#Cc1cccc(C(=O)NCC(F)(F)F)c1 | 105.0 | 0.2
CCC1(c2ccccc2)NC(=O)NC1=O (stereo unspecified) | 98.0 | -0.9
Nc1cccc(NC(=O)c2ccccc2)c1 | 98.0 | -0.4
Cc1ccccc1C(=O)Nc1nnc2n1CCS2 | 106.0 | -0.4
Nc1cc(=O)[nH]c(SCC(=O)N2CCc3ccccc32)n1 | 102.0 | 0
COc1ccc(C(=O)NCc2c(-c3ccccc3)noc2C)cc1 | 104.0 | 0.3
CC1CCCC(C)N1C(=O)COC(=O)/C=C/c1ccco1 (stereo unspecified) | 101.0 | 0.1
CC1CCN(C(=O)COC(=O)Cc2ccc(Cl)cc2)CC1 | 102.0 | 0
CC(C)Oc1ccc(CNC(=O)C2CCN(C(=O)N3CC(C)Oc4ccccc43)CC2)cc1 (stereo unspecified) | 104.0 | -0.4
CCC(CC)C(=O)OCc1cc(=O)n2nc(C3CCCCC3)sc2n1 | 106.0 | 0.1
C=CCn1c(=N)c(C(=O)NCC2CCCO2)cc2c(=O)n3cccc(C)c3nc21 (stereo unspecified) | 101.0 | -0.3
CCSc1nnc(CCNC(=O)Nc2ccc(Cl)cc2C(F)(F)F)n1C | 103.0 | 0.3
O=C(O)C1C2C=CC(C2)C1C(=O)Nc1cccc(Br)c1 (stereo unspecified) | 97.0 | -1
CCCn1nc(C(=O)NCCN2CCOCC2)c2ccccc2c1=O | 107.0 | 0.5
COc1ccc(C=Nc2ccc3[nH]c(=O)[nH]c3c2)cc1OC | 103.0 | 0.1
O=S(=O)(NC1=NCCCCC1)c1ccc2ccccc2c1 | 103.0 | 0.4
Nc1nc(COC(=O)C2CCN(S(=O)(=O)c3c(Cl)cccc3Cl)CC2)nc(Nc2ccccc2)n1 | 109.0 | -0.1
O=C(CNC(=O)C1CCCCC1)Nc1ccc(S(=O)(=O)NCc2ccco2)cc1 | 105.0 | 0.5
CC1(C)C(=O)NC(=O)N1CN1C(=O)NC(=O)C1(C)C | 102.0 | 0.3
O=C1N/C(=N\Nc2ccccc2)S/C1=C\c1ccccc1 | 108.0 | 3.7
OCC(O)/C=N/Nc1nc2ccccc2s1 (stereo unspecified) | 99.0 | -0.6
CCC(Oc1ccccc1C)C(=O)O (stereo unspecified) | 102.0 | 0
COCC(C)NC(=O)c1c(-c2ccccc2)noc1C (stereo unspecified) | 111.0 | 0.7
COc1ccc(C(=O)NCCn2cc(SCC(=O)Nc3ccc(C)cc3)c3ccccc32)cc1 | 103.0 | -0.2
O=C(CN1C(=O)C2(SCC(=O)N2c2ccc(F)c(F)c2)c2ccccc21)NCCc1ccccc1 (stereo unspecified) | 110.0 | 0.5
COc1cc(C(=O)N2C3=C(CCCC3)C(=O)NC23CCCCC3)cc(OC)c1OC | 102.0 | 0.1
Cc1cc2nc(NCCCN3CCCC3=O)c3ccccc3n2n1 | 103.0 | 0
CCOC(=O)/C(C#N)=C\c1ccccc1N1CCN(C)CC1 | 103.0 | 0.6
CCOc1ccc(NC(=O)CN2C(=O)CS/C2=C\C#N)cc1 | 104.0 | 0.2
COc1ccccc1N1C(=O)CCC1(C)C(=O)NCc1ccccc1 (stereo unspecified) | 101.0 | 0.1
COc1ccc(N2CCOCC2)cc1 | 101.0 | -0.1
COc1ccc(S(=O)(=O)c2c(SC)nn(Cc3ccccc3C)c2NC(C)=O)cc1 | 111.0 | 1
CNC(=O)Nc1cccc(-c2cc(-c3c(Cl)cccc3Cl)no2)c1 | 98.0 | -0.7
Cc1ccc(C(=O)OCC(=O)Nc2ccc(Cl)cn2)cc1S(=O)(=O)N1CCOCC1 | 109.0 | 1.1
Remaining list, next part
SMILES | Polio RdRp inh | Polio RdRp inh FP z-score
CNC(=O)C12CCC(C)(C(=O)C1)C2(C)C (stereo unspecified) | 99.0 | -0.3
COCCN1C(=O)/C(=C/c2c(N(C)C)nc3ccccn3c2=O)SC1=S | 73.0 | -5.1
Cc1cc(C)nc(-n2nc(C)cc2NC(=O)C(C)C)n1 | 103.0 | 0.4
Cc1sc2nc(SCc3nnc(-c4cccs4)o3)n(C3CCCC3)c(=O)c2c1C | 100.0 | -0.2
CCCCOc1ccc(C2=NC(c3cccs3)=Nc3ccc(CC)cc3N2)cc1 | 108.0 | -0.2
O=C1CSc2ccc(C(=O)NCc3ccccn3)cc2N1 | 102.0 | -0.3
CCc1ccc(NC(=O)CC2C(=O)N(c3cccc(C)c3)C(=O)N2C2CC2)cc1 (stereo unspecified) | 104.0 | 0.8
COc1cc(OC)cc(-c2nnc(SCCOc3cc(C)ccc3C)o2)c1 | 103.0 | 0
N#Cc1ccc(CSc2nccc(=O)[nH]2)cc1 | 102.0 | 0.2

High-throughput results deposited in PubChem BioAssay by ICCB-Longwood Screening Facility, Harvard Medical School.
